RXFP1 antag – qHTS Assay for Antagonists of the Relaxin Receptor RXFP1 | HEK293-RXFP1, relaxin-stimulated cAMP HTRF, 30 min; stronger effect = lower value | hit rate 0.59% among 350,000 | activity change, negative = inhibition, % at 57.5 µM | Relaxin receptor 1 (Homo sapiens), Q9HBX9;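 active means activity change of -60% or lower, but not beyond a set lower limit; inconclusive means change between -60% and -40%, or beyond the set limit; inactive means change above -40%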
Target sequence (Q9HBX9 whole entry, looked up): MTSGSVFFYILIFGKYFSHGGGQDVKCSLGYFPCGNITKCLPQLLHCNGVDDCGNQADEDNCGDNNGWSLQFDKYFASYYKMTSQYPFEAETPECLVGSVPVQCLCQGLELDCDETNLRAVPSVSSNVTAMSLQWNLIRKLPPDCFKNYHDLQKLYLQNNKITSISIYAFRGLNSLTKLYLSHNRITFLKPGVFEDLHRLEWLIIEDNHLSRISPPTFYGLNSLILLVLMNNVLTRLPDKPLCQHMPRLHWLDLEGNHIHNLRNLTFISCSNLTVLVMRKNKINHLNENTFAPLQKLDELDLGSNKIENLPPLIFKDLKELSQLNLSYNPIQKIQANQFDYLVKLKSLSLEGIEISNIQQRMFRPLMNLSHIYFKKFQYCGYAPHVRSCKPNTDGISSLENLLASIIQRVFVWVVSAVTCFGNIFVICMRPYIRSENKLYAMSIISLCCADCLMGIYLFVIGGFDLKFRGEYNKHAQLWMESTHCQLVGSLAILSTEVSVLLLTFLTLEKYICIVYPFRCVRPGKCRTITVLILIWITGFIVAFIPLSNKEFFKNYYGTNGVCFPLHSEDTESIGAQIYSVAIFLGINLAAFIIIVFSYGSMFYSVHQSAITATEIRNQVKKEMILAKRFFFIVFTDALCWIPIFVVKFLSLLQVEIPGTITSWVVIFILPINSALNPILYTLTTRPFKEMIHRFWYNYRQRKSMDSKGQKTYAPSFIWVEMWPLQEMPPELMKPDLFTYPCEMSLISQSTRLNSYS
Starred values were filed as active, the others as inactive; ? = inconclusive. On the % scale 0 is the no-effect control and ±100 the full control effect. Only part of the results is shown. The share of hits here may be higher or lower than overall.

SMILES	RXFP1 antag
CC1C(=O)N(Cc2cn(CCC3OCCCO3)nn2)CCS(=O)(=O)N1Cc1ccc(-c2ccncc2)cc1 (stereo not drawn)	6.1
CC(C)c1ccc(S(=O)(=O)NCCCN2CCOCC2)cc1	-8.3
COCCn1c(SCC(=O)NCCCN2CCCC2=O)nc2ccccc2c1=O	-3.0
O=C(COC(=O)c1ccc(Br)o1)NCc1ccccc1Cl	3.2
O=C(COC(=O)CNC(=O)c1cc(Cl)cc([N+](=O)[O-])c1)NC(=O)NCc1ccco1	7.5
Nn1c(SCC(=O)NC2CCCC2)nnc1C(F)(F)F	10.1
O=C(N/N=C/c1ccncc1)c1ccncc1	-1.2
Cn1c(N)c(C(=O)COC(=O)c2ccc3ccccc3c2)c(=O)n(C)c1=O	-3.0
O=C(CN1C(=O)c2ccccc2C1=O)NCC(=O)Nc1ccccc1	5.0
Cc1ccc(Cc2c(-c3ccc(C#N)cc3)nc3ccc(Br)cn23)cc1	-2.9

Arranged by count of non-hydrogen atoms (low to high): some entries from above.
SMILES	RXFP1 antag
O=C(COC(=O)c1ccc(Br)o1)NCc1ccccc1Cl	3.2
O=C(CN1C(=O)c2ccccc2C1=O)NCC(=O)Nc1ccccc1	5.0
Cc1ccc(Cc2c(-c3ccc(C#N)cc3)nc3ccc(Br)cn23)cc1	-2.9

Further results follow.
SMILES	RXFP1 antag
Cn1c(SCC(=O)NN2C(=O)NC(C)(c3ccccc3)C2=O)nnc1-c1ccncc1 (stereo not drawn)	1.2
O=S(=O)(Nc1ccc(NS(=O)(=O)c2ccccc2)cc1)c1ccccc1	11.9
CC(/C=N/NC(=O)c1ccccc1C)=C\c1ccccc1	-8.2
Cn1c(SCC(=O)NCCC2=CCCCC2)nnc1C(F)(F)F	1.9
CCOc1ccc(NC(=O)COC(=O)Cn2cnc3ccccc32)cc1	-3.4
NC(=O)c1cc[n+](CC2=C(C(=O)[O-])N3C(=O)[C@@H](NC(=O)Cc4cccs4)[C@H]3SC2)cc1	-11.9
COc1ccc(S(=O)(=O)NCCC(=O)NC2CCCCC2C)cc1[N+](=O)[O-] (stereo not drawn)	-6.2
COCOCCn1cc(CN2CCS(=O)(=O)N(Cc3ccc(-c4ccc(OC)nc4)cc3)C(C(C)C)C2=O)nn1 (stereo not drawn)	7.4
C[C@H]1Cn2cnc(C(=O)N[C@H](C)c3ccccc3)c2C(=O)N1	-2.1
CC(=O)NNc1nc(-c2ccccc2)c2cc(Cl)ccc2n1	-11.0
Cc1cc(O)c(C(C)C)cc1N=Cc1ccc(N(C)C)cc1	?
O=C1Nc2cc(C(=O)NCCCN3CCCC3)ccc2S/C1=C/c1cccc(Cl)c1	1.7
CCC(=O)c1ccc(OC(=O)c2cccs2)cc1	-7.2
CN(C(=O)CSc1n[nH]c(N)n1)C1CCCCC1	0.4
NN=C(NN=Cc1ccccc1)c1ccccc1	-13.4
COc1cc(/C=N/NC(=O)c2cc(-c3cccc(Br)c3)nc3ccccc23)cc(OC)c1O	4.9
COc1ccccc1NC(=O)COC(=O)c1c(NC(C)=O)sc(C)c1C	1.0
COc1ccc(CCNC(=O)COC(=O)C2=NNC(=O)CC2)cc1	6.1
CC(NC(=O)c1ccccc1Br)C1CC2CCC1C2 (stereo not drawn)	-17.3
O=C(NCc1cccnc1)C1CC2c3ccccc3C1c1ccccc12 (stereo not drawn)	4.2
Cc1ccc(S(=O)(=O)N2CCCCC2)cc1NC(=O)COC(=O)CN1C(=O)NC2(CC(C)CC(C)(C)C2)C1=O (stereo not drawn)	5.7
O=C1c2ccccc2C(=O)N1CCCCNc1ccccc1	-2.7
Cc1ccc([C@@H]2CC(=O)[C@@H]3CN(S(=O)(=O)c4ccc(C)cc4)[C@H](c4ccccc4)C[C@@H]3N2S(=O)(=O)c2ccc(Cl)cc2)cc1	1.9
CC(=O)Oc1cccc(O)c1	12.9
Cc1cc(NC(=O)c2ccc(-c3ccccc3[N+](=O)[O-])o2)no1	-3.0
COc1ccc(CCNC(=O)COC(=O)c2cccn2C)cc1	4.6
Cn1c(=O)c2[nH]c(C=Cc3ccc4c(c3)OCO4)nc2n(C)c1=O	-7.0
CCN(CC(=O)NC(C)(C)C)C(=O)c1cccc(S(=O)(=O)N2CC3(C)CC2CC(C)(C)C3)c1 (stereo not drawn)	0.6
COc1ccc(NC(=O)C(c2ccccc2)c2ccccc2)c(OC)c1	3.6
C=CCN(CC=C)c1ncnc2[nH]ncc12	-0.9
COc1cc(/C=C/C(C)=NNc2ccccc2)ccc1O	-2.7
COc1cc(Cl)c(C)cc1NC(=O)COC(=O)C1=NN(c2ccccc2)C(=O)CC1	-3.5
CCCCCOc1ccc(C2SC(=O)NC2=O)cc1OCC (stereo not drawn)	-32.3
O=S(=O)(c1ccccc1)N1CCCC1c1nc2ccccc2s1 (stereo not drawn)	3.8
Cc1nc(Br)c(Br)n1Cc1ccccc1	9.0
COc1ccc([C@@H]2C[C@H]3[C@@H](CN2S(=O)(=O)c2ccccc2)C(=O)C[C@@H](c2ccc(C)cc2)N3S(=O)(=O)c2ccc(C)cc2)cc1	-0.8
N#CC1(NC(=O)CSc2nnc(C3CC3)n2N)CCCCC1	3.5
C[C@@H]1CN([C@@H](C)CO)C(=O)CCCn2nncc2CO[C@@H]1CN(C)C(=O)Nc1ccnc(N2CCOCC2)c1	1.7
CC(C)OC(=O)C(C(=O)OC(C)C)=C1SC=CS1	7.3
O=C(Nc1ccc(Br)cn1)c1cccc(S(=O)(=O)N2CCCC2)c1	3.9
CC1C(=O)N(Cc2cn(CCC3OCCO3)nn2)CCS(=O)(=O)N1Cc1ccc(-c2ccc(F)cc2)cc1 (stereo not drawn)	-8.2
CC(NCC(=O)Nc1ccccc1C(=O)NC1CC1)c1cccs1 (stereo not drawn)	-1.6
COc1ccccc1C=C1SC(=S)NC1=O	-6.4
COc1ccc(CCNC(=O)CC(=O)N/N=C\c2ccc(OCC(N)=O)cc2)cc1OC	2.8
CCOC(=O)c1c(-c2cc(OC)c(OC)c(OC)c2)csc1N	0.8
COc1ccc(S(=O)(=O)N2CCCCCC2)cc1NC(=O)CCc1cc(OC)c(OC)c(OC)c1	9.7
CSc1ncccc1C(=O)OCC(=O)NCCCc1ccccc1	-2.2
O=S(=O)(NCCS(=O)(=O)N1CCN(c2ccc(F)cc2)CC1)c1ccc(F)cc1	-3.9
COc1ccccc1CNC(=O)COC(=O)c1ccc(S(=O)(=O)N2CCCCC2)cc1	2.7
O=C(CC(CC(=O)c1ccccc1)c1ccncc1)c1ccccc1	-13.8

7 records drawn at random from the list so far, as already listed:
SMILES	RXFP1 antag
COc1ccc(CCNC(=O)COC(=O)c2cccn2C)cc1	4.6
CC(/C=N/NC(=O)c1ccccc1C)=C\c1ccccc1	-8.2
O=S(=O)(NCCS(=O)(=O)N1CCN(c2ccc(F)cc2)CC1)c1ccc(F)cc1	-3.9
CC(C)c1ccc(S(=O)(=O)NCCCN2CCOCC2)cc1	-8.3
O=C(NCc1cccnc1)C1CC2c3ccccc3C1c1ccccc12 (stereo not drawn)	4.2
Cc1ccc([C@@H]2CC(=O)[C@@H]3CN(S(=O)(=O)c4ccc(C)cc4)[C@H](c4ccccc4)C[C@@H]3N2S(=O)(=O)c2ccc(Cl)cc2)cc1	1.9
Cc1cc(O)c(C(C)C)cc1N=Cc1ccc(N(C)C)cc1	?

Remaining list, next part:
SMILES	RXFP1 antag
O=C(CN1C(=O)NC2NC(=O)NC21)NC1CCCCC1 (stereo not drawn)	0.0
O=C(c1ccccc1F)N1CCC2CC1c1cc(N3CCCCC3)ccc12 (stereo not drawn)	1.9
CCOc1ncccc1C(=O)OCC(=O)Nc1ccc(Cl)cn1	0.3
CN(C)CCCC1Sc2ccccc2Sc2ccccc21 (stereo not drawn)	?
CCOc1ccc(CNC(=O)C2CCCN(S(=O)(=O)N3CCC(C)CC3)C2)cc1OC (stereo not drawn)	4.9
CC[C@@]1(O)C(=O)OCc2c1cc1n(c2=O)Cc2cc3c(CN(C)C)c(O)ccc3nc2-1	20.7
O=C(COC(=O)c1ccccc1O)NC1CCCc2ccccc21 (stereo not drawn)	6.2
COc1cc(/C=C/CNC[C@H]2O[C@@H](n3ccc(N)nc3=O)[C@H](O)[C@@H]2O)ccc1O	16.5
Cc1cc(C)c2c(=O)n3c(nc2c1)C(CC(C)C)NC(=O)c1cc2ccccc2cc1-3 (stereo not drawn)	-0.9
COc1cc2c(=O)[nH]c3cc([N+](=O)[O-])ccc3c2cc1[N+](=O)[O-]	4.0
Cc1cnc(C(=O)OCC(=O)NCc2ccc(Cl)cc2)cn1	2.7
CC(C)Oc1ccc(CSc2nnc3n(C)c(=O)c4c5c(sc4n23)CCCC5)cc1	13.8
CC(=O)C1=C(O)C(CSCc2ccccc2)N(C)C1=O (stereo not drawn)	-3.9
Cc1cc(N)nc(=O)n1C1CC(O)C(CO)O1 (stereo not drawn)	-15.5
CC1C(=O)N(Cc2cn(CC3CCCCC3)nn2)CCS(=O)(=O)N1Cc1ccc(-c2ccncc2)cc1 (stereo not drawn)	-6.0
CCN(CC(=O)NCc1cccs1)C(=O)c1cccc(S(=O)(=O)Nc2ccc(F)cc2)c1	3.0
C[C@H]1CN([C@@H](C)CO)C(=O)CCCn2cc(nn2)CO[C@@H]1CN(C)S(=O)(=O)c1cccc(C#N)c1	-7.8
O=C(NNS(=O)(=O)c1ccc2ccccc2c1)C1CCN(Cc2ccccc2)CC1	-0.9
Cc1ccsc1C(=O)OCC(=O)NCc1cccs1	-0.3
COc1cccc(NC(=S)NC(Cc2ccccc2)c2ccccc2)c1 (stereo not drawn)	2.3
OC(CCCC(O)c1ccccc1)c1ccccc1 (stereo not drawn)	-6.2
O=C1NC(=O)C(=CC=Cc2ccccc2)S1	-17.5
COc1ccc(Cc2nc3ccc(C(=O)N4CCCCC4CO)cc3o2)cc1OC (stereo not drawn)	-3.1
CC(C)=CCC/C(C)=C/CC/C(C)=C/CCC(=O)OC/C=C(\C)CCC=C(C)C	-11.1
N#CC(=C1C=CC(=NO)C(Cl)=C1)c1ccc(Cl)cc1	7.4
CC(C)COc1ccc(C(=S)N2CCCC2)cc1	-2.9
COc1ccc(CCNC(=O)c2nnn(-c3ccccc3OC)c2N)cc1OC	-1.9
O=C(NCCc1ccccc1F)C1CC(=O)N(c2ccc3c(c2)OCCO3)C1 (stereo not drawn)	-4.3
CSC[C@H]1CN(Cc2ccccc2)C(=O)[C@@H]1CC(=O)Nc1ccccc1	6.4
CCOc1ccccc1NC(=O)c1ccc2c(O)c(S(=O)(=O)c3ccccc3)c(=O)[nH]c2c1	0.5
Cc1ccc(NC(=O)/C(=C\c2ccc([N+](=O)[O-])cc2)NC(=O)c2ccccc2)cc1	-7.8
CCN1CCC(O)(C(C(=O)OC)c2ccccc2)CC1 (stereo not drawn)	11.2
CCNc1nc(NCC)nc(N(C)N)n1	-7.5
O=C(NN=Cc1cccc([N+](=O)[O-])c1)c1cccc2ccccc12	-7.5
C[C@@H]1CN([C@@H](C)CO)C(=O)CCCn2nncc2CO[C@H]1CN(C)C(=O)Nc1cccc2ccccc12	5.0
CN(CC(=O)NC(=O)NC1CCCCC1)CC(=O)Nc1ccccc1C(F)(F)F	-0.7
NC/C=C/C(=O)O	-6.7
CC12CCC(=O)CC1CCC1C2CCC2(C)C1CCC2(O)C(=O)CO (stereo not drawn)	4.0
OC1CCCC1NCc1ccnc2cc(Cl)ccc12 (stereo not drawn)	6.5
O=C(COC(=O)c1cccc(F)c1)Nc1cccc(S(=O)(=O)N2CCCCC2)c1	0.4
C#CC(C)(O)C1CC(CC(=O)O)C1(C)C (stereo not drawn)	-4.0
COc1ccc(CN(C)C(=O)C(CCSC)NS(=O)(=O)c2ccc3c(c2)OCCO3)c(OC)c1OC (stereo not drawn)	0.6
Cc1ccc(C(C)NC(=O)c2cccs2)cc1 (stereo not drawn)	4.1
COc1ccc(C2(c3ccc(OC)cc3)NC(=O)N(CC(=O)NC3CCS(=O)(=O)C3)C2=O)cc1 (stereo not drawn)	-1.0
CCOC(=O)CNC(=O)C1(NC(=O)CNC(=O)OCc2ccccc2)CCCC1	-4.5
CN(CC(=O)Nc1c(Cl)cccc1Cl)C(=O)CNC(=O)c1sc2ccccc2c1Cl	9.1
Cc1ccc(/C(N)=N/OC(=O)N2c3ccccc3Sc3ccccc32)cc1	-6.9
CC(=O)CC(CC(=O)NC1CCCCC1)c1ccccc1 (stereo not drawn)	0.0
O=C1COc2ccc(C(=O)COC(=O)c3ccccc3F)cc2N1	-11.1
N#Cc1c(N)nc2c(c1-c1ccncc1)CCCCCC2	-3.6

Next entries
SMILES	RXFP1 antag
CC1CCc2c(ccc3ccccc23)C1=O (stereo not drawn)	-7.7
COc1cccc(CNC(=O)c2cc(S(=O)(=O)N3CCCCC3)ccc2C)c1	2.6
Cc1cccc(NC(=S)N2CCC(C(=O)c3ccc(F)cc3)CC2)c1	-21.7
O=C(Cc1cccs1)Nc1nnc(COc2ccccc2)s1	18.6
COc1ccccc1-c1nnc(SCC(=O)Nc2cccnc2Cl)n1C	12.3
COc1cc(C=C2CCCC(=Cc3ccc(OCC4CO4)c(OC)c3)C2=O)ccc1OCC1CO1 (stereo not drawn)	6.3
CCCCNc1c(C(=O)OCC)c(C)nc2c1cnn2CC	-21.7
CC12C=CC(=O)C=C1CCC1C3CCC(O)(C(=O)CO)C3(C)CC(O)C12F (stereo not drawn)	-10.6
CCN1C(=O)/C(=C2\C=Cc3ccccc3N2CC)OC1=S	-2.5
CC(=O)c1ccccc1NC(=O)CCN1C(=O)C2CCCCC2C1=O (stereo not drawn)	-2.0
CCN1CCN(S(=O)(=O)c2ccc(Cl)c(C(=O)N(C)CC(=O)Nc3c(C)cccc3C)c2)CC1	2.1
O=C1[C@H]2CCCC[C@H]2C(=O)N1CCCCN1CCN(c2nsc3ccccc23)CC1	-16.5
C1CC1C(=NN=C(C1CC1)C1CC1)C1CC1	-15.2
Cc1nc2c(N)nn(C)c2nc1C	-3.4
Cc1ccc(C(=O)N2CCCCC2C(=O)O)cc1S(=O)(=O)N1CCCCC1 (stereo not drawn)	-3.2
O=C(Nc1ccc(F)c(Cl)c1)C1CC2CCC1C2 (stereo not drawn)	9.7

Assay outcomes as filed in PubChem BioAssay.
